# Screening results (PubChem BioAssay)
# A549 tox: A549 cytotoxicity, counter-screen for Nrf2 inhibitors; Potency, µM (highest dose often 46 µM), for inactives: at the highest dose activity change, negative = cytotoxicity, hits mostly inhibitors; actives 0.16% (n = 390,000); A549 ARE-Fluc cells, CellTiter-Fluor viability, 18-24 h; note: potency is the fitted concentration of half-maximal effect; % is set by controls: 0 for no effect and ±100 for the full control effect
#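 A549 ARE-Fluc cells in 5% FBS OPTI-MEM, 5000 cells/well, rested 2 h then exposed to compounds in concentration-response for 18-24 h at 37 °C. Viability by CellTiter-Fluor fluorescence (Ex 405/Em 525) after 30 min; luciferase luminescence (BugLite, 15 min, RT) read afterwards.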
# ATXN2 expr inh: reduces ATXN2 reporter expression in HEK-293 cells | HEK-293 ATXN2-luciferase reporter, luminescence, 24 h | Potency, µM (doses to about 57 µM), for inactives: at the top dose activity change, negative = inhibition, hits mostly inhibitors | actives 0.72% (n = 360,000) | AID 1745845; note: potency is the fitted concentration of half-maximal effect; % is set by controls: 0 for no effect and ±100 for the full control effect; nearly all actives have a fitted effect of over 55% in size
#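 qHTS (up to 57 uM final) was run with 24 h compound exposure of reporter cells at 37 °C. Each well was multiplexed: SteadyGlo luminescence measured ATXN2-luciferase expression after a fluorogenic Gly-Phe-AFC viability readout (25 uM final).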
# Nrf2 activator: activators of Nrf2 (ARE) signaling; AID 624171; AREc32 ARE-luciferase reporter (MCF7-derived line), luminescence, 24 h; Potency, µM (top dose mostly 46.1 µM), for inactives: top-dose activation, actives largely listed as activators; actives 0.31% (n = 410,000); note: potency is the fitted concentration of half-maximal effect; % of control where 0% means no effect; nearly all actives have a fitted effect of over 65% in size
#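 Reporter line AREc32 (ARE-Fluc), seeded overnight in OPTI-MEM with 5% FBS; compound pin-transferred, 24 hr at 37 deg C, 5% CO2; luminescent read-out.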
# EPAC2 agonist: EPAC2 (human) agonism; actives 0.079% (n = 360,000); Q8WZA2; Potency, µM (series often up to 154 µM), for the others: at the top dose activation, actives largely listed as activators; EPAC2 activation, biochemical qHTS; response scale: 100% = 6.5 mM cAMP response; AID 720711; note: potency is the fitted concentration of half-maximal effect; nearly all actives have a fitted effect of over 50% in size
# Target sequence (Q8WZA2 whole entry, looked up): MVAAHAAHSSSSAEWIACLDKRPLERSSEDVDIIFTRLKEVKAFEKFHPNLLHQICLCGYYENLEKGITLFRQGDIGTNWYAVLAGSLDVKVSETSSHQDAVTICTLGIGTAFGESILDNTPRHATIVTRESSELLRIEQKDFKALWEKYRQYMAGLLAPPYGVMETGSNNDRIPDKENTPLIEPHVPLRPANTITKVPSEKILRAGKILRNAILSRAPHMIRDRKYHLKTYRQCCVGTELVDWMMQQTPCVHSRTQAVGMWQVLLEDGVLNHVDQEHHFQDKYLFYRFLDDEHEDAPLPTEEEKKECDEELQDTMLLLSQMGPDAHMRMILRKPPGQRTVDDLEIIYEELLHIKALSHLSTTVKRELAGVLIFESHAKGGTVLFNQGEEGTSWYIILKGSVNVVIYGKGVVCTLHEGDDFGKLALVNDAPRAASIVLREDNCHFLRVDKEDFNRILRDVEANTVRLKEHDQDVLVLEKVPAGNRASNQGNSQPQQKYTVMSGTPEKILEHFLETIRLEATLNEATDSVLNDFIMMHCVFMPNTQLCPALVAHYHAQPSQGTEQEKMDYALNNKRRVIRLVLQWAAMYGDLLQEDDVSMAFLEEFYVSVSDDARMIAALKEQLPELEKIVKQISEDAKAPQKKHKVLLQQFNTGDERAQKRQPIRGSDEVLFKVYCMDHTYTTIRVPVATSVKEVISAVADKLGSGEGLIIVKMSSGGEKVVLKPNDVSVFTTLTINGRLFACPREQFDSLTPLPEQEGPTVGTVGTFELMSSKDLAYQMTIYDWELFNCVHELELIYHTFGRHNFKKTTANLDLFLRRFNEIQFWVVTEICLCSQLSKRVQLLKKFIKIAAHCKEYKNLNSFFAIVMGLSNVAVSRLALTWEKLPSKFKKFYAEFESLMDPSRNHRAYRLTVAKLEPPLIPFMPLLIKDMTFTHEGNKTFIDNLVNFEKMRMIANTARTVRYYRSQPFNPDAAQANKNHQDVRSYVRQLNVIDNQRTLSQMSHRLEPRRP
#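 Guanine nucleotide exchange by EPAC2 is measured as reduced fluorescence of BODIPY-GDP once it is released from 250 nM Rap1B. Plates are read kinetically for 30 min at room temperature; results are scaled to 6.5 mM cAMP.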
# HepG2 viability: counter-screen for TGF-b inhibitors: cytotoxicity in HepG2 cells. HepG2 CAGA-GFP viability, ATP luminescence, 18 h. Potency, µM (series often up to 46.1 µM), for the others: top-dose activity change, negative = cytotoxicity, hits mostly cytotoxic. actives 0.76% (n = 410,000); note: potency is the fitted concentration of half-maximal effect; some results filed as inactive show a strong effect at the top dose
#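 HepG2 CAGA-GFP cells (1000/well, DMEM with 1% FBS) received compound, then TGF-beta at 500 pg/mL final, and were incubated 18 hours at 37 degrees C. Viability was read by CellTiter-Glo luminescence. Media-only wells were set as complete cell-killing and DMSO as no toxicity.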
# Nrf2 block: blocks Nrf2 signaling | Potency, µM (series often up to 46 µM), for inactives: at the highest dose activity change, negative = inhibition, hits mostly inhibitors | actives 2.1% (n = 360,000) | A549 ARE-Fluc reporter, luciferase luminescence, 18-24 h; note: potency is the fitted concentration of half-maximal effect; % is set by controls: 0 for no effect and ±100 for the full control effect; nearly all actives have a fitted effect of over 60% in size
#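 In this cell-based qHTS, ARE-driven firefly luciferase in A549 cells reports Nrf2 activity; the luminescent signal after BugLite lysis is the measured value, with a prior CellTiter-Fluor read for cell health.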
# S2 tox: cell viability loss in ATXN counter-screen; actives 0.49% (n = 400,000); Potency, µM (top dose mostly 56.7 µM), usual class: cytotoxic; AID 651635; S2 cells (HEK-293 line with an ATXN2-luciferase reporter) viability, CellTiter-Fluor protease fluorescence, 24 h; note: potency is the fitted concentration of half-maximal effect; nearly all actives have a fitted effect of over 40% in size
# TGFb SMAD3 inh: TGF-b pathway inhibition; HepG2 CAGA-GFP TGF-b/SMAD3 reporter, GFP fluorescence, 18 h; TGF-beta stimulated, 500 pg/mL final; actives 1.2% (n = 410,000); Potency, µM (top dose mostly 46.1 µM), inactives show at the highest dose activity, negative = inhibition, actives largely listed as inhibitors; AID 588855; note: potency is the fitted concentration of half-maximal effect; % is set by controls: 0 for no effect and ±100 for the full control effect; nearly all actives have a fitted effect of over 65% in size
#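 Per well, imaged GFP fluorescence of HEPG2 CAGA-GFP cells gives the signal; cells get compound, then TGF-beta (500 pg/mL final), 18 h at 37 degrees C; %Activity versus -TGF-beta and +DMSO controls.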
# IL2 activator: IL-2 activation; IL-2 activation reporter assay, cell-based qHTS; stimulated with anti-CD3/CD4/CD28 beads; in transgenic mouse T cells; activation, % (series mostly up to about 46 µM); actives 0.065% (n = 360,000); in the data active = activation above about 50%; inconclusive = mostly about 30% to 49%; note: 0% is about no effect
#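 Unstimulated transgenic mouse T cells; 60-min compound exposure; bead-based TCR/CD4/CD28 stimulation; 18 h culture, 37 degrees C; dual fluorescence (EGFP, DsRed) plate cytometry.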
# * = called active by the depositor; i = inactive; ? = inconclusive; · = no result given; & = joins results of further samples; [ ] = remark or other dose. Unless noted, calls come from the whole dose curve; as a rule, active = well fitted curve in the direction sought with a large enough effect; inconclusive = small, poorly fitted or top-dose-only effect, or another doubt; inactive = no such curve, though single readings can be large; an effect the other way counts as inactive or inconclusive. Compounds as they come; overall some 4.3% were active at least once.
1	CCCS(=O)(=O)NC(=O)C1(C)CCCN(C(=O)c2ccc(C(F)(F)F)nc2C)C1 (stereo not given)
2	CCOc1ccc(NC(=S)NCc2ccc3c(c2)OCO3)cc1
3	CCc1ccc(CN2CCC(n3nccc3NC(=O)Cc3ccccc3)CC2)o1
4	COc1ccc(OC)c(C(=O)NC(CC(N)=O)c2ccc(N3CCC(Cc4ccccc4)CC3)c([N+](=O)[O-])c2)c1 (stereo not given)
5	CCSS(=O)(=O)c1cccc2cccnc12
6	CCN(CC)Cc1c(O)ccc2c(=O)c(-c3ccccc3OC)coc12
7	COc1ccc(-c2noc(-c3ccc(N4CCN(c5ccccc5OC)CC4)c([N+](=O)[O-])c3)n2)cc1
8	CCn1c(Cc2ccc(OC)cc2)nnc1SCc1nc2ccccc2c(=O)[nH]1
compound no.	1	2	3	4	5	6	7	8
TGFb SMAD3 inh	8.2%	0.0%	0.7%	0.6%	?	-27.6%	?	-1.3%
HepG2 viability	4.8%	-15.3%	-2.1%	3.3%	-147.1%	10.3%	-44.1%	-7.5%
S2 tox	i	i	i	i	i	i	i	i
EPAC2 agonist	2.9%	1.9%	-1.0%	5.8%	-7.6%	-0.2%	·	8.0%
A549 tox	·	2.1%	-4.5%	-7.0%	0.9%	-2.2%	-1.0%	-0.6%
ATXN2 expr inh	4.5%	12.6%	6.2%	4.6%	?	-6.9%	7.5%	0.5%
Nrf2 activator	0.3%[9.22 µM]	0.1%	0.3%	-1.2%	18.5%	-0.4%	-0.7%	2.8%
Nrf2 block	·	-9.5%	2.4%	7.0%	6.2%	2.3%	2.7%	-41.0%
IL2 activator	-0.1	-1.2	-0.3	-0.1	-4.4	-0.9	·	0.5

9	CC1CCN(c2nc3c(S(=O)(=O)c4cccc(Cl)c4)nnn3c3ccsc23)CC1
10	CCCn1c(SCC(=O)Nc2ccccc2N2CCOCC2)nc2c1c(=O)n(C)c(=O)n2C
11	CCN(Cc1ccc(OC)c(COC)c1)CC1CCCN(CCc2cccc(F)c2)C1 (stereo not given)
12	Cc1ccc2c(CNCc3ccco3)cc(=O)oc2c1
13	O=C(CSc1n[nH]c(=O)n1-c1ccc2c(c1)OCCO2)Nc1ccccc1
14	CCOC(=O)CNC(=O)CSc1nc(-c2ccc(C)cc2)ns1
15	COc1cccc(C(=O)n2cnnc2N)c1OC
16	CCOC(=O)c1cc(NC(=O)C2C3CCC(O3)C2C(=O)O)cc(C(=O)OCC)c1 (stereo not given)
compound no.	9	10	11	12	13	14	15	16
TGFb SMAD3 inh	-1.1%	21.9%	-1.7%	1.7%	-0.1%	-6.9%	1.2%	-8.4%
HepG2 viability	-1.8%	-5.6%	-39.1%	2.0%	-55.1%	-17.5%	-3.2%	-20.4%
S2 tox	i	i	i	i	i	i	i	i
EPAC2 agonist	·	3.1%	-5.5%	3.4%	8.6%	11.9%	1.5%	1.8%
A549 tox	3.6%	1.2%	-16.2%	1.9%	-6.4%	11.5%	0.3%	-2.8%
ATXN2 expr inh	-6.9%	-4.8%	-26.8%	32.0%[activator]	-4.3%	·	0.1%	-3.9%
Nrf2 activator	0.4%	-0.1%	0.6%	3.3%	2.3%	4.8%	-0.7%	-0.6%
Nrf2 block	?	-1.3%	24.2%	?	-10.4%	?	9.1%	-6.4%
IL2 activator	·	-1.7	-0.5	-0.5	0.9	-4.1	-1.2	-4.1

17	C=CCN1CCN(C(CC(C)C)c2nnnn2CCOC)CC1 (stereo not given)
18	COC(=O)COc1cccc(-n2cnnn2)c1
19	COc1cc2cc(CN(CCO)S(=O)(=O)c3ccccc3)c(=O)[nH]c2cc1OC
20	CC(=O)Nc1c(Cl)n(C(C)=O)c2ccccc12
21	OCCC1CN(Cc2nc3ccccc3s2)CCN1CCc1ccccc1 (stereo not given)
22	O=C(Nc1ccc(Br)cc1)c1ccc(Br)c(S(=O)(=O)Nc2cccnc2)c1
23	COCC1CCCCC1OS(N)(=O)=O (stereo not given)
24	COc1cc(OC)c2c(-c3cccc(/C=C/c4ccc(F)cc4)c3)cc(=O)oc2c1
compound no.	17	18	19	20	21	22	23	24
TGFb SMAD3 inh	21.2%	17.3%	9.4%	8.2%	-11.7%	-7.7%	5.3%	-27.1%
HepG2 viability	3.2%	-24.8%	-15.5%	10.0%	-15.2%	-3.7%	7.9%	-23.6%
S2 tox	i	i	·	i	i	i	i	i
EPAC2 agonist	1.4%	8.3%	10.3%	-2.3%	8.7%	5.2%	5.3%	8.3%
A549 tox	-1.7%	1.4%	-0.1%	-3.3%	0.2%	-5.0%	0.2%	11.8%
ATXN2 expr inh	-1.9%	1.4%	·	5.1%	-14.4%	-6.9%	6.0%	42.4%[activator]
Nrf2 activator	-0.3%	-0.9%	0.2%	20.3%	3.4%	-0.6%	-0.1%	5.9%
Nrf2 block	·	23.9%	35.3%	·	6.5%	-12.1%	4.7%	?
IL2 activator	0.3	-2.8	0.0	-0.4	-4.7	-3.7	0.7	-0.2

25	CN(C)/N=C1\C(=O)N(CN2CCN(c3ccccc3)CC2)c2ccccc21
26	N#CCCNS(=O)(=O)c1ccc(C(=O)OCC(=O)Nc2ccc3c(c2)OCO3)cc1
27	O=C(C1=C[C@H](c2ccc(C(F)(F)F)cc2)C[C@H](OCCCCO)O1)N1CCN(Cc2ccccc2)CC1
28	O=C(c1cc(N2CCCCC2)nc2ccccc12)N1CCOCC1
29	CC(=O)N1CCc2cc(S(=O)(=O)CCC(=O)N3CCN(c4ccccc4F)CC3)ccc21
30	CN(C(=O)CN(C)S(=O)(=O)c1ccc(F)cc1)c1c(N)n(Cc2ccccc2)c(=O)[nH]c1=O
31	Cc1cc2cc(CNC(=O)c3ccc(Br)o3)ccc2n1C
32	O=C(COC(=O)CCC(=O)c1cccs1)NC(=O)c1ccc(OC(F)F)cc1
compound no.	25	26	27	28	29	30	31	32
TGFb SMAD3 inh	3.2%	13.1%	?	-25.0%	-0.7%&-5.0%	15.5%	13.2%	4.1%
HepG2 viability	2.4%	6.9%	2.2%	-6.7%	3.3%&-15.0%	-0.8%	1.4%	-3.9%
S2 tox	i	i	i	i	i	i	i	i
EPAC2 agonist	6.9%	14.0%	2.0%	6.2%	-0.8%	2.4%	2.8%	0.6%
A549 tox	-7.5%	10.6%	?	6.3%	9.0%&13.1%	6.3%	-8.0%	0.0%
ATXN2 expr inh	6.3%	·	-9.6%	-3.2%	-19.9%&-14.8%	8.5%	-2.2%	·
Nrf2 activator	2.8%	-0.4%	4.1%	0.1%	0.0%&-0.5%	-0.2%	0.1%	-0.2%
Nrf2 block	-7.7%	7.7%	?	2.5%	?	6.2%	3.8%	-8.8%
IL2 activator	2.2	0.1	0.0	-3.3	-2.5	-1.2	-0.1	0.5

33	CC(C)N(C(=O)[C@H]1C[C@H](CC(=O)NCCCN(C)C)C(=O)N2CCc3c([nH]c4ccc(Cl)cc34)[C@]12C)C(C)C
34	CC1=CC2=NC(=O)CC(C)(C(=O)N(CC(=O)NC3CCCC3)Cc3ccccc3)N2C=C1 (stereo not given)
35	Cc1ccc(NC(=S)NC(=O)c2cncc(Br)c2)c(C)c1
36	COc1ccc(NC(=O)Cn2c(=O)oc3cc(S(=O)(=O)N4CCCCCC4)ccc32)cc1OC
37	Cc1nc(CS(=O)(=O)c2ccccc2)cc(Sc2ccc(Cl)cc2Cl)n1
38	Cn1c(Cn2c(=O)sc3ccccc32)nnc1SCC(=O)Nc1cccc(Cl)c1
39	CC1(C(=O)Nc2nccs2)CCN1C(=O)CC(c1ccccc1)c1ccccc1 (stereo not given)
40	O=C(CSc1nn(-c2ccc(Cl)cc2)c(=S)s1)N1CCN(C(=O)c2ccco2)CC1
41	COc1ccc(-c2cc(C)no2)cc1S(=O)(=O)NCc1ccc(OC(C)C)cc1
42	Cc1nc(-c2ccc(NS(C)(=O)=O)cc2)cs1
compound no.	33	34	35	36	37	38	39	40	41	42
TGFb SMAD3 inh	?	-3.6%	-8.6%	?	0.0%	0.9%	-25.3%	-8.5%	0.2%&0.0%	-15.8%
HepG2 viability	-72.5%	10.4%	-24.7%	-15.8%	39.9%	-26.0%	-10.8%	-0.8%	-3.1%&-4.0%	-19.9%
S2 tox	?	i	i	?	i	i	i	i	i	i
EPAC2 agonist	3.9%	3.7%	-2.3%	·	6.8%	0.7%	9.9%	16.5%	-1.0%	-6.0%
A549 tox	-16.7%	1.3%	1.5%	-0.7%	1.9%	2.8%	·	0.8%	-4.8%&10.5%	8.1%
ATXN2 expr inh	-18.2%	5.1%	·	-11.6%	24.7%	7.8%	-7.0%	5.2%	-3.4%	41.9%[activator]
Nrf2 activator	10.8%	-0.3%	0.8%	4.7%	2.3%	-0.3%	0.8%	-0.7%	0.5%&0.1%	4.1%
Nrf2 block	-0.6%	0.0%	0.8%	·	·	2.7%	·	?	?	·
IL2 activator	-0.9	0.1	0.7	·	0.1	-3.5	-0.7	-0.6	-0.9	1.5

# 3 of the compounds above, with values under each structure.
# Second line of a record: TGFb SMAD3 inh, HepG2 viability, S2 tox, EPAC2 agonist, A549 tox, ATXN2 expr inh, Nrf2 activator, Nrf2 block, IL2 activator
39: CC1(C(=O)Nc2nccs2)CCN1C(=O)CC(c1ccccc1)c1ccccc1 (stereo not given)
→ -25.3%, -10.8%, i, 9.9%, ·, -7.0%, 0.8%, ·, -0.7
40: O=C(CSc1nn(-c2ccc(Cl)cc2)c(=S)s1)N1CCN(C(=O)c2ccco2)CC1
→ -8.5%, -0.8%, i, 16.5%, 0.8%, 5.2%, -0.7%, ?, -0.6
41: COc1ccc(-c2cc(C)no2)cc1S(=O)(=O)NCc1ccc(OC(C)C)cc1
→ 0.2%&0.0%, -3.1%&-4.0%, i, -1.0%, -4.8%&10.5%, -3.4%, 0.5%&0.1%, ?, -0.9
